Apoferritin bind – candidate novel general anesthetic via apoferritin binding; 350,000 tested, 0.074% active; AID 485281; apoferritin/1-aminoanthracene competitive binding, fluorescence; Potency, µM (titrated, usually from 77.5 µM), inactives show top-dose activity change, negative = displacement, hits mostly inhibitors; also: potency is read from the fitted curve at half-maximal effect; % is scaled to controls: 0 for no effect and ±100 for the full control effect; nearly all actives have a fitted effect of over 20% in size
Target sequence (P02791 2-175 limits assumed): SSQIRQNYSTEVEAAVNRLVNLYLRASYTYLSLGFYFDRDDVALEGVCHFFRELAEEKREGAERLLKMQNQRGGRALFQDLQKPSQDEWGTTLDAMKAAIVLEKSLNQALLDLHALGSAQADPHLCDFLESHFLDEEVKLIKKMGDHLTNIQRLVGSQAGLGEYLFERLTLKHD
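In PBS, apoferritin at 10 uM is loaded with 1-AMA from a 50% saturated solution. After 10 min of compound exposure at ambient temperature, reduced 535 nm fluorescence indicates probe displacement.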
Pol beta inh – DNA polymerase beta (human) inhibition; P06746; Pol beta primer extension/strand displacement, fluorescence kinetic; Potency, µM (series often up to 114 µM), for inactives: at the top dose activity change, negative = inhibition, actives largely listed as inhibitors; 340,000 tested, 1.3% active; also: potency is read from the fitted curve at half-maximal effect; % is scaled to controls: 0 for no effect and ±100 for the full control effect
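Homogeneous kinetic assay of primer extension and strand displacement by 10 nM Pol beta, preincubated 15 min at room temperature with compound before 50 nM substrate (final) was added. Read at 0 and 10 min; four-parameter Hill fit.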
Tb PGK inh – inhibitors of T. brucei phosphoglycerate kinase; Potency, µM (highest dose often 57.5 µM), for inactives: at the top dose activity change, negative = inhibition, hits mostly inhibitors; P07378; PGK/GAPDH coupled, Kinase-Glo luminescence, 60 min; AID 602233; 380,000 tested, 0.043% active; also: potency is read from the fitted curve at half-maximal effect; % is scaled to controls: 0 for no effect and ±100 for the full control effect; nearly all actives have a fitted effect of over 60% in size
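Recombinant glycosomal PGK reaction used 1,3-bisphosphoglycerate generated in-well by GAPDH (100nM final) in 100mM TEA pH 7.6, 5mM MgCl2, 0.01% Tween-20. After 60 minutes at room temperature, ATP was read by Kinase-Glo Plus luminescence end-point.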
Pol eta inh – inhibitors of human DNA polymerase eta | 390,000 tested, 1.2% active | recombinant Pol eta, fluorescent DNA replication assay | AID 588591 | Potency, µM (doses to about 114 µM), without a hit: at the top dose activity change, negative = inhibition, most hits filed as inhibitors | Q9Y253; also: potency is read from the fitted curve at half-maximal effect; % is scaled to controls: 0 for no effect and ±100 for the full control effect
Target sequence (Q9Y253 whole entry, looked up): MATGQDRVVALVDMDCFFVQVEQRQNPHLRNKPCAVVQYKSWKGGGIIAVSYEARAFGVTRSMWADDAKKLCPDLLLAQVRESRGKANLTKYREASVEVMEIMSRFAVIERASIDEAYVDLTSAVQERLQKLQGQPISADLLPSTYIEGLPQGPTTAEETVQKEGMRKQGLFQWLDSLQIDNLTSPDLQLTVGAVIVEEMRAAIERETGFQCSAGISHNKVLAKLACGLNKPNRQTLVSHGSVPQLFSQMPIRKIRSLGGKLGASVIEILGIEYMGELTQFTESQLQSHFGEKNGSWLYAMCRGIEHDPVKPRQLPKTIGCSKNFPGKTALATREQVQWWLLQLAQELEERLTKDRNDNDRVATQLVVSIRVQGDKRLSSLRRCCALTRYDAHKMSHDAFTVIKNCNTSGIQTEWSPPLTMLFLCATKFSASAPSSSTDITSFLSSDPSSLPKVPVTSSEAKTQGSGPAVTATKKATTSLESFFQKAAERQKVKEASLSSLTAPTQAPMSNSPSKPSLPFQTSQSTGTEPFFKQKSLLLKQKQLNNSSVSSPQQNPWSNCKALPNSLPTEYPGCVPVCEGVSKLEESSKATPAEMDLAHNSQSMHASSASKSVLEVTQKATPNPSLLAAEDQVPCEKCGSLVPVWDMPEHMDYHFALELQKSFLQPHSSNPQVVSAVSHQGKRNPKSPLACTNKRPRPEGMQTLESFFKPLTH
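Fluorescent replication assay: 50 nM final substrate added after a 15 min room-temperature compound preincubation with 10 nM enzyme. Signal taken at 0 min and again at 10 min.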
Pol iota inh – DNA polymerase iota (human) inhibition; Q9UNA4; Pol iota fluorescent replication assay, 10 min; Potency, µM (top dose mostly 115 µM), without a hit: at the highest dose activity, negative = inhibition, usual class: inhibitors; 390,000 tested, 1% active; AID 588590; also: potency is read from the fitted curve at half-maximal effect
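Fluorescent replication assay read twice, at 0 min and 10 min after adding 50 nM (final) substrate. Enzyme (10 nM) and compounds were first incubated 15 min at room temperature; enzyme-free buffer wells were negative controls.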
POLK inh – blocks human DNA polymerase kappa activity | 400,000 tested, 0.53% active | Q9UBT6 | Potency, µM (highest dose often 107 µM), for the others: at the top dose activity, negative = inhibition, most hits filed as inhibitors | purified Pol kappa, fluorescent DNA synthesis assay, 10 min; also: potency is read from the fitted curve at half-maximal effect; % is scaled to controls: 0 for no effect and ±100 for the full control effect
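First, compounds were pin-transferred onto 10 nM Pol kappa. After 15 min at room temperature, substrate was added to 50 nM final. Fluorescence was then measured kinetically at 0 and 10 min.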
BLM inh – blocks DNA unwinding by human BLM helicase | P54132 | recombinant BLM DNA unwinding, fluorescence dequenching | Potency, µM (series often up to 56.1 µM), without a hit: top-dose activity change, negative = inhibition, usual class: inhibitors | 350,000 tested, 0.2% active | AID 2528;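 also: potency is read from the fitted curve at half-maximal effect; plate controls were vehicle for no effect and no enzyme for full effect; nearly all actives have a fitted effect of over 35% in size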
RXFP1 antag – blocks the human relaxin receptor RXFP1 | Q9HBX9 | HEK293-RXFP1, relaxin-stimulated cAMP HTRF, 30 min; active compounds read low | activity change, negative = inhibition, % at 57.5 µM | 350,000 tested, 0.59% active | AID 1259400;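 active = activity change of -60% or lower, but not beyond a set lower limit; inconclusive = change between -60% and -40%, or beyond the set limit; inactive = change above -40%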; also: % is scaled to controls: 0 for no effect and ±100 for the full control effect
APE1 inh – blocks human APE1 abasic DNA cleavage | AID 2517 | P27695 | 350,000 tested, 0.35% active | recombinant APE1, TAMRA/BHQ-2 abasic DNA cleavage fluorescence | Potency, µM (highest dose often 65.8 µM), for the others: at the highest dose activity change, negative = inhibition, usual class: inhibitors;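 also: potency is read from the fitted curve at half-maximal effect; plate controls were vehicle for no effect and reference inhibitor for full effect; nearly all actives have a fitted effect of over 55% in size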
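Substrate: short duplex with […] THF abasic site, 5'-TAMRA and 3'-BHQ-2, 50 nM final. APE1 at 0.75 nM, preincubated 15 min RT with compound. Fluorescence increase from first to third read measured activity.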
* = called active by the depositor; i = inactive; ? = inconclusive; . = not tested or not shown; & = joins results of further samples; [ ] = another dose, or the depositor's remark. Unless noted, calls follow the shape of the dose curve; as a rule, active = well fitted curve in the direction sought with a large enough effect; inconclusive = small, poorly fitted or top-dose-only effect, or another doubt; inactive = no such curve, though single readings can be large; an effect the other way counts as inactive or inconclusive. Not all compounds are listed; count on the stated rates, not on these rows.

Sample of the layout (eight entries):
Molecule,Apoferritin bind,Pol beta inh,Tb PGK inh,Pol eta inh,Pol iota inh,POLK inh,BLM inh,RXFP1 antag,APE1 inh
COCCn1c(=O)c2c(nc3n2CCCN3Cc2ccccc2)n(C)c1=O,-4.6%,2.6%,i,-19.2%,36.9%[activator],7.2%,-0.5%,6.4,23.1%
O=C(/C=C/c1cc(Br)ccc1F)Nc1cccnc1,?,-2.1%,i,-10.5%,27.2%,7.5%,-1.7%,8.4,51.2%[activator]
CC(C)CC1C(C#N)=C(N)SC(N)=C1C#N,-15.3%,?,-6.0%,-13.1%,?,-3.6%,-2.0%,15.3,17.7%
COC(=O)[C@@H]1CC[C@H](C)[C@@H](c2ccc(C)cc2)N1C(=O)c1ccc(/C=N/OC[C@@H](O)COCc2ccco2)cc1,-15.2%,-26.3%,.,.,.,.,-8.5%,.,-6.6%
CCOC(=O)c1[nH]c(C)c(CCC(=O)N2CCN(c3cc(C)ccc3C)CC2)c1C,54.1%[activator],-2.6%,7.6%,-13.3%,-16.4%,-12.6%[60.1 µM],-3.3%,-14.4,.
CCn1c(=S)sc2c(=O)n(CC(=O)Nc3ccccc3)c(C)nc21,-6.3%,-11.7%,-10.7%,10.2%,13.3%,7.5%,0.7%,-20.1,21.1%
O=c1c(Cl)c(Cl)cnn1Cc1ccccc1Cl,?,?,1.6%,?,?,-4.7%,?,-3.6,0.2%
CCCCCCOc1ccccc1C(N)=O,-4.8%,.,.,.,.,0.6%[60.1 µM],0.6%,22.3,0.7%

Results, from the first entry:
Molecule,Apoferritin bind,Pol beta inh,Tb PGK inh,Pol eta inh,Pol iota inh,POLK inh,BLM inh,RXFP1 antag,APE1 inh
COCCn1c(=O)c2c(nc3n2CCCN3Cc2ccccc2)n(C)c1=O,-4.6%,2.6%,i,-19.2%,36.9%[activator],7.2%,-0.5%,6.4,23.1%
O=C(/C=C/c1cc(Br)ccc1F)Nc1cccnc1,?,-2.1%,i,-10.5%,27.2%,7.5%,-1.7%,8.4,51.2%[activator]
CC(C)CC1C(C#N)=C(N)SC(N)=C1C#N,-15.3%,?,-6.0%,-13.1%,?,-3.6%,-2.0%,15.3,17.7%
COC(=O)[C@@H]1CC[C@H](C)[C@@H](c2ccc(C)cc2)N1C(=O)c1ccc(/C=N/OC[C@@H](O)COCc2ccco2)cc1,-15.2%,-26.3%,.,.,.,.,-8.5%,.,-6.6%
CCOC(=O)c1[nH]c(C)c(CCC(=O)N2CCN(c3cc(C)ccc3C)CC2)c1C,54.1%[activator],-2.6%,7.6%,-13.3%,-16.4%,-12.6%[60.1 µM],-3.3%,-14.4,.
CCn1c(=S)sc2c(=O)n(CC(=O)Nc3ccccc3)c(C)nc21,-6.3%,-11.7%,-10.7%,10.2%,13.3%,7.5%,0.7%,-20.1,21.1%
O=c1c(Cl)c(Cl)cnn1Cc1ccccc1Cl,?,?,1.6%,?,?,-4.7%,?,-3.6,0.2%
CCCCCCOc1ccccc1C(N)=O,-4.8%,.,.,.,.,0.6%[60.1 µM],0.6%,22.3,0.7%
COc1ccccc1NS(=O)(=O)c1ccc(C(=O)N2CCCC(C)C2)cc1 (stereo not drawn),-16.0%,32.8%,-8.2%,-20.2%,16.9%,1.8%,-1.9%,0.5,23.9%
COc1ccc(N2CCN(Cc3nnc(-c4ccccc4)o3)CC2)cc1,-1.5%,11.2%,-9.3%,-13.3%,6.4%,9.9%,1.0%,-1.3,-0.4%
COC(=O)c1sc(-c2ccc(C(C)(C)C)cc2)cc1NC(=O)CCC(=O)O,?,0.8%,-8.3%,-7.2%,?,-15.0%,-1.4%,.,-6.3%
COc1ccc(-c2cc(C(=O)N3CCCCCC3)c3ccccc3n2)c(OC)c1,-17.9%,22.4µM*,-4.7%,?,79.4µM*,-38.9%,-19.7%,2.8,0.9%
CC(=O)NC(Cc1cccc(F)c1)C(=O)NC1CCN(c2nnnn2-c2ccccc2)CC1 (stereo not drawn),-2.5%,36.9%[activator],-7.6%,-1.8%,-7.8%,-5.6%,-2.2%,0.8,2.6%
COC(=O)[C@@]1(Cc2ccc(F)cc2)[C@H]2c3cc(C(=O)N(C)C)n(Cc4nc5ccccc5[nH]4)c3C[C@H]2CN1C(=O)c1ccccc1,-3.8%&-6.4%,-18.5%,-9.3%,-21.9%,34.8%,-6.3%,-6.2%&-4.1%,.,-0.2%&-3.3%
COc1ccc(NCc2cccnc2)cc1,?,-18.7%,8.2%,-20.0%,17.8%,-7.7%,-2.1%,-1.5,-4.0%

Reprinted at random: 2 entries already listed.
Molecule,Apoferritin bind,Pol beta inh,Tb PGK inh,Pol eta inh,Pol iota inh,POLK inh,BLM inh,RXFP1 antag,APE1 inh
CCn1c(=S)sc2c(=O)n(CC(=O)Nc3ccccc3)c(C)nc21,-6.3%,-11.7%,-10.7%,10.2%,13.3%,7.5%,0.7%,-20.1,21.1%
COC(=O)c1sc(-c2ccc(C(C)(C)C)cc2)cc1NC(=O)CCC(=O)O,?,0.8%,-8.3%,-7.2%,?,-15.0%,-1.4%,.,-6.3%

Additional results.
Molecule,Apoferritin bind,Pol beta inh,Tb PGK inh,Pol eta inh,Pol iota inh,POLK inh,BLM inh,RXFP1 antag,APE1 inh
C[C@H]1CN([C@@H](C)CO)C(=O)c2cccc(NC(=O)C3CC3)c2O[C@H]1CN(C)C(=O)Nc1ccc2c(c1)OCO2,.,.,i,-8.2%,27.7%,13.6%,.,.,30.7%
Cc1cc(C)cc(C(=O)N(Cc2ccco2)c2c(N)n(Cc3ccccc3)c(=O)[nH]c2=O)c1,.,.,0.1%,-3.3%,7.2%,-16.1%,.,-18.0,13.9%
CCOC(=O)N1CCN(C(=O)c2cc3c(ccc4ccccc43)oc2=O)CC1,72.5%[activator],15.3%,-4.8%,5.6%,1.6%,-0.3%,-7.6%,-5.3,-2.7%
Cc1ncc(COC(=O)C(C)C)c2cc(C(=O)Nc3ccccc3C(F)(F)F)c(=O)oc12,1.0%,-4.3%,-6.7%,6.2%,?,-3.9%[60.1 µM],-0.1%,-18.1,.
Cc1c(Br)c([N+](=O)[O-])nn1CC(=O)Nc1sc2c(c1C(=O)OC(C)C)CCCC2,-10.9%,4.9%,2.4%,-18.3%,10.2%,-5.2%,-3.6%,-14.6,?
Cn1cnc([N+](=O)[O-])c1NC(C)(C)C,-16.9%,10.9%,0.0%,0.0%,19.3%,-3.2%,-3.0%,-1.0,8.6%
COC(=O)c1cc2c(cc1NC(=O)c1cnn(-c3ccc(C)cc3)c1-n1cccc1)OCO2,-3.7%,?,4.6%,23.7%,-15.5%,-3.9%,-6.4%,-2.8,.
CC(C)(C)CC(=O)O/N=C(\N)c1ccncc1,-2.3%,-1.0%,1.0%,-10.9%,86.7%[activator],-3.0%,-1.9%,-9.5,4.1%
CCN1C(=O)CCCc2ccccc21,-5.6%,3.3%,-8.1%,-12.8%,-8.6%,5.2%,0.7%,6.3,-3.2%
COc1cc2ccccc2cc1C(=O)NC1CCCCC1,.,.,-3.7%,-13.0%,28.6%,14.7%,.,-0.4,9.5%
CCSc1nnc(-c2ccc(Cl)cc2Cl)o1,-23.9%,-0.4%,-1.3%,-6.7%,16.7%,-11.3%,-2.6%,-2.0,7.0%
COc1ccc(C)cc1NC(=O)CN(C)S(=O)(=O)c1ccc2c(c1)CC(C)N2C(C)=O (stereo not drawn),-7.5%,60.4%,-3.0%,-5.1%,-7.7%,-0.1%,-1.8%,-11.8,11.3%
COc1cccc(N/C=C/C(=O)c2ccc(Cl)cc2)c1,0.2%,-26.8%,-3.4%,-2.2%,16.3%,0.7%,-10.0%,-21.6,1.0%

Screening data: PubChem, National Center for Advancing Translational Sciences (NCATS)
